Assay outcomes from PubChem.
Growth percent in the NCI-60 one-dose screen (48 h, 10 µM unless noted): 100 = growth as untreated, 0 = no growth, -100 = all killed.
NCI-H226 – NCI-H226 lung cancer. hit rate 3.5% among 79,000
HCT-116 – HCT-116 colon cancer | AID 1794798 | hit rate 7.3% among 82,000
NCI-H322M – NCI-H322M lung cancer; hit rate 2.7% among 80,000; AID 1794733
NCI-H460 – NCI-H460 lung cancer; hit rate 6.8% among 82,000; AID 1794736
NCI-H522 – NCI-H522 lung cancer. hit rate 8% among 78,000
NCI/ADR-RES – NCI/ADR-RES ovarian cells | hit rate 4.4% among 81,000
HCT-15 – HCT-15 colon cancer; hit rate 5.2% among 82,000
NCI-H23 – NCI-H23 lung cancer; hit rate 4% among 80,000
COLO 205 – COLO 205 colon cancer | AID 1794742 | hit rate 7.3% among 79,000
* marks the source's active call; other numbers are inactive results; . = no result given. The calls were made as follows: active = growth percent below 10; inactive = the rest.

nr	structure	NCI-H226	HCT-116	NCI-H322M	NCI-H460	NCI-H522	NCI/ADR-RES	HCT-15	NCI-H23	COLO 205
1	COc1ccc(-c2cc(C(=O)N3N=C(c4ccc(Cl)cc4)CC3c3cc(-c4ccccc4)nn3-c3ccccc3)c3ccccc3n2)cc1 (stereo not given)	88.6	86.3	79.8	86.9	88.8	92.4	89.8	86.9	106.5
2	Nc1ccc(OCC(=O)N2CCOCC2)c(Cl)c1	100.9	101.2	93.5	108.8	85.6	102.9	100.0	96.9	118.0
3	N#Cc1c(-c2ccco2)nc(=S)[nH]c1Cl	102.3	109.7	98.8	117.7	91.4	105.5	94.7	97.7	111.7
4	COc1ccc(C2C3Cc4cc(OC)c(OC)cc4C3=NN2C(=O)Nc2ccc(C)cc2C)cc1OC (stereo not given)	105.6	94.1	95.4	97.7	103.4	96.1	94.9	97.7	115.8
5	O=C1NC(=O)/C(=C/c2ccc3nccc(-c4ccncc4)c3c2)S1	-54.5*	-38.6*	-50.8*	-2.7*	-95.6*	-14.6*	-19.5*	-17.4*	-56.6*
6	Nc1cc2ccccc2c(=O)n1NC(=O)c1ccc([N+](=O)[O-])cc1	84.6	87.9	93.0	95.0	97.4	101.8	90.4	94.5	111.3
7	CSc1ccc(NC(=O)Nc2ccc(C(=O)NCC(=O)O)cc2)cc1	121.3	107.2	134.1	108.9	98.0	108.8	100.1	94.5	150.1
8	CC(=O)Nc1ccc2c(C(=O)O)c(C)c(=O)[nH]c2n1	105.7	101.9	85.0	89.4	75.7	99.2	106.2	101.6	107.2
9	Cc1ccc(-c2nn(-c3ccccc3)cc2/C=C/C(=O)NNC(=O)c2ccc(Cl)cc2Cl)cc1	91.1	64.7	88.6	96.2	81.2	89.8	94.3	95.8	100.8
10	O=C(N=Nc1c(O)[nH]c2ccccc12)Nc1ccc(F)c(Cl)c1	88.5	93.2	93.1	102.0	88.9	91.7	58.2	89.2	91.3
11	Cc1cc2[nH]c(=O)c(=O)[nH]c2cc1C	99.3	107.9	111.5	111.7	92.5	108.9	104.0	107.8	.
12	O=C1CCC(C(=O)N/N=C/c2c(F)c(F)c(F)c(F)c2F)N1 (stereo not given)	105.7	109.0	103.2	100.5	97.8	103.3	98.6	98.1	106.0
13	Nc1ccc(S(=O)(=O)Nc2cc(Cl)cc(Cl)c2)cc1	95.8	92.9	92.2	101.8	87.7	97.4	100.0	98.5	92.6
14	Cc1[nH]c(C)c(Cl)c(=O)c1Cl	103.9	94.0	98.3	112.2	90.0	109.9	105.2	101.9	103.1
15	CCOC(=O)N/N=C/C=C/c1ccc(N(C)C)cc1	104.3	103.7	101.7	100.7	.	101.0	97.8	98.2	105.8
16	CNC(=O)OC1C(O[C@H]2C[C@H]3[C@@H]4CC=C5C[C@@H](O)CC[C@]5(C)[C@H]4CC[C@]3(C)[C@H]2[C@H](C)C(=O)CCC(C)C)OCC(O)C1OC1OCC(O)C(O)C1OC(=O)c1ccc(OC)cc1 (stereo not given in full)	3.4*	8.6*	57.6	1.6*	-35.8*	82.8	0.8*	39.3	-42.8*
17	CCCS(=O)(=O)OCCO[C@H]1Cc2cc3ccc(=O)oc3cc2OC1(C)C	114.4	103.8	106.3	105.9	88.3	99.3	98.8	101.4	129.0
18	COc1ccc(OC)c(/C=C2\Cc3c(Cl)cccc3C2=O)c1	95.7	59.1	94.4	111.3	90.8	94.3	91.0	92.0	76.1
19	Cc1[nH]n(C(=O)c2ccncc2)c(=O)c1N=Nc1ccc(F)c(Cl)c1	91.9	103.2	109.8	109.4	103.5	95.6	111.1	92.1	125.6
20	CC(=O)C1=C(C)NC(NNC(=O)Nc2ccc(Br)cc2)=NC1c1ccc(Cl)cc1 (stereo not given)	96.8	110.8	97.6	112.9	97.9	105.7	105.7	103.7	113.2
21	COc1cc(/C=N/n2cnc3oc(-c4ccccc4)cc3c2=N)ccc1O	105.7	94.1	94.2	109.6	83.7	104.3	88.5	95.4	107.8
22	O=C1c2ccccc2C(=O)c2[nH]c(-c3c(-c4ccc(F)cc4)nc4sccn34)nc21	96.4	78.4	103.8	103.5	93.5	85.9	92.2	94.1	111.0
23	COc1ccc(CN2C(=O)CSC2c2ccccc2Cl)cc1OC (stereo not given)	77.2	87.7	93.9	98.5	68.3	74.9	88.0	69.9	103.0
24	COc1ccc(NC(=O)CSc2nc3ccc(OC)cc3[nH]2)cc1	89.3	100.1	72.4	93.1	76.5	98.1	98.5	108.3	108.1
25	CC1(C)C=CC[C@]2(C)[C@H]3CC[C@@H]4[C@H]5[C@H](C(/C=C/c6cccnc6)=N/O)CC[C@]5(CO)CC[C@@]4(C)[C@]3(C)CC[C@@H]12	90.3	61.7	101.2	93.4	73.8	86.5	77.1	93.7	121.1
26	COc1cc(Cc2cc(-c3ccccc3)nn(Cc3ccccc3)c2=O)cc(OC)c1OC	46.2	23.3	78.5	37.3	28.4	30.5	29.1	37.4	15.5
27	O=C(CCN1C(=O)/C(=C/c2ccccc2)SC1=S)NCCN1CCOCC1	92.2	103.7	102.1	102.2	88.3	96.8	93.2	98.0	110.0
28	CCOC(=O)/C=C/c1ccc(OC(C)=O)cc1	102.6	118.0	114.2	108.2	84.1	100.4	106.6	99.6	112.2
29	NNC(=S)n1ccc(-c2cc3cc(Br)ccc3oc2=O)n1	101.3	109.3	101.7	95.8	79.4	94.9	94.9	98.6	139.1
30	CCC(C)n1ncc2c(N(C)C)ncnc21 (stereo not given)	92.6	102.4	99.3	106.2	98.5	104.9	103.7	102.5	.

Quoted at random: six compounds from above.
nr	structure	NCI-H226	HCT-116	NCI-H322M	NCI-H460	NCI-H522	NCI/ADR-RES	HCT-15	NCI-H23	COLO 205
29	NNC(=S)n1ccc(-c2cc3cc(Br)ccc3oc2=O)n1	101.3	109.3	101.7	95.8	79.4	94.9	94.9	98.6	139.1
30	CCC(C)n1ncc2c(N(C)C)ncnc21 (stereo not given)	92.6	102.4	99.3	106.2	98.5	104.9	103.7	102.5	.
27	O=C(CCN1C(=O)/C(=C/c2ccccc2)SC1=S)NCCN1CCOCC1	92.2	103.7	102.1	102.2	88.3	96.8	93.2	98.0	110.0
17	CCCS(=O)(=O)OCCO[C@H]1Cc2cc3ccc(=O)oc3cc2OC1(C)C	114.4	103.8	106.3	105.9	88.3	99.3	98.8	101.4	129.0
25	CC1(C)C=CC[C@]2(C)[C@H]3CC[C@@H]4[C@H]5[C@H](C(/C=C/c6cccnc6)=N/O)CC[C@]5(CO)CC[C@@]4(C)[C@]3(C)CC[C@@H]12	90.3	61.7	101.2	93.4	73.8	86.5	77.1	93.7	121.1
26	COc1cc(Cc2cc(-c3ccccc3)nn(Cc3ccccc3)c2=O)cc(OC)c1OC	46.2	23.3	78.5	37.3	28.4	30.5	29.1	37.4	15.5

Next section:
nr	structure	NCI-H226	HCT-116	NCI-H322M	NCI-H460	NCI-H522	NCI/ADR-RES	HCT-15	NCI-H23	COLO 205
31	NC(N)=NN=C1CCC(C2CCCCC2)CC1 (stereo not given)	71.0	95.7	93.1	79.1	94.8	102.0	91.5	74.7	106.1
32	CCCCOc1nc2c(C)cccc2cc1-c1cc(-c2ccc(Cl)cc2)nc(-c2ccc(Cl)cc2)c1	100.2	99.5	97.1	103.2	97.4	108.1	103.5	109.7	110.6
33	CN(C)c1cccc2c(S(=O)(=O)Nc3cccc(-c4csc(NC(=O)CN5CCN(CCO)CC5)n4)c3)cccc12	68.0	59.2	103.8	56.8	44.6	65.7	77.2	51.0	82.9
34	O=C1c2ccccc2-c2c1c1cnccc1c(=O)n2C[C@H](O)CO	82.1	65.9	.	99.9	33.7	84.1	89.1	88.5	77.0
35	Cc1cnc(SCc2ccccc2)nc1N(C)C	93.6	95.4	83.8	105.4	95.7	105.8	106.5	100.9	129.9
36	O=C1c2ccccc2C(=O)N1C1c2ccccc2Oc2ccccc21	99.1	96.4	90.0	108.1	88.4	96.5	96.7	97.0	104.3
37	CCOC(=O)C(C(=O)OCC)c1nc2sc3cc(Cl)c(Cl)cc3n2c(=N)c1C#N	86.6	96.5	115.1	100.7	94.8	103.0	103.1	93.7	127.1
38	Cc1ccc(S(=O)(=O)N(C)c2ccccc2C(N)=O)cc1	101.2	100.3	115.8	101.3	74.2	113.8	103.4	113.5	110.1
39	CCCCN(CCCC)CCCNc1c2c(nc3ccccc13)CCCC2	95.9	53.1	95.9	93.6	101.3	94.7	82.6	99.7	82.9
40	Cc1ccc(-c2nc(SCC(=O)Nc3nc(-c4ccccc4)cs3)[nH]c(=O)c2C#N)cc1	75.3	89.4	92.7	93.0	84.9	96.8	99.7	81.6	114.1
41	CCN(CC)c1ccc(/C=C/C(=O)c2cccc(NS(C)(=O)=O)c2)cc1	43.1	25.8	89.0	42.3	4.7*	26.4	27.8	18.7	62.3
42	CCOC(=O)c1c(C)[nH]c(C(=O)COC(=O)C(C)N2C(=O)C3CCCCC3C2=O)c1C (stereo not given)	93.0	99.7	95.0	105.0	91.3	95.0	107.3	109.1	110.8
43	Nc1nc2c(nc(N3CCCC3)n2[C@@H]2O[C@H](CO)[C@@H](O)[C@H]2O)c(=O)[nH]1	104.5	101.1	98.9	107.0	92.4	103.0	100.5	100.7	116.1
44	COc1cc2ncnc(-n3ncc4cc(NC(=O)Nc5ccc(Cl)c(C)c5)ccc43)c2cc1OC	85.9	81.5	88.7	101.6	86.9	98.7	103.0	95.5	.
45	N=c1c2c(=O)n3c(nc2nc2sc4ccc(Cl)cc4n12)-c1ccccc1Sc1ccccc1-3	29.1	7.4*	16.4	10.7	12.9	12.3	13.6	8.1*	11.9
46	COC(=O)C1(NC(=O)CNC(=O)OCc2ccccc2)CCCC1	99.1	99.9	112.6	111.4	.	111.3	103.5	106.2	124.5
47	CSc1nnc2c3cc(Br)ccc3n(C)c2n1	92.3	90.3	112.1	104.6	97.9	107.9	99.1	.	127.0
48	CCCCN1C(=O)c2cccc3c(C#CCN4C(=O)c5cccc6cccc(c56)C4=O)ccc(c23)C1=O	105.2	103.8	94.0	105.8	96.9	102.3	102.1	94.3	108.2
49	Nc1ncc(-c2ccc(NS(=O)(=O)c3ccc(Br)cc3)cc2)[nH]1	83.2	97.0	89.8	95.0	94.3	103.5	98.4	93.4	106.7
50	COc1ccc([C@@H]2CCC[C@H](/C=C/P(=O)(OC)OC)O2)cc1	106.3	102.5	104.4	95.4	97.7	113.1	98.6	108.4	106.8
51	Cc1ccc(N/N=c2/ccc(=O)/c(=N\Nc3ccc(S(=O)(=O)O)cc3)c2=O)c(C)c1	102.4	100.5	115.3	115.1	83.1	103.2	118.1	93.1	118.4
52	CN1CCN(c2ccc(-c3ccn4c(-c5ccnc6ccccc56)nnc4c3)cc2)CC1	90.1	91.6	98.6	86.4	91.1	96.0	68.8	94.1	106.4
53	CCOC(=O)C1CC(C)(C)OC1=O (stereo not given)	105.0	97.0	102.1	105.2	96.0	105.2	104.1	99.2	104.5
54	Cc1ccc(/C=C/C(=O)c2cccc(NC(=O)CSc3nc4ccccc4c(=O)n3-c3ccccc3)c2)c(C)c1	93.2	83.6	111.0	100.2	94.0	107.1	97.7	106.5	110.7
55	Cc1[nH]c(C(=O)NN)c(C)c1C(=O)NN	104.3	104.2	115.6	110.8	113.3	113.7	115.0	106.7	101.6
56	O=C(/C=C/C=C/c1c(C2CC2)nc2ccccc2c1-c1ccc(F)cc1)c1cccs1	-53.6*	-32.6*	.	-7.4*	2.4*	22.9	18.6	20.7	-55.0*
57	Cc1cccc(N2C(=O)CSC2=S)c1	99.3	102.9	116.1	106.1	71.3	102.3	105.6	99.7	120.0
58	COc1cc(F)c(/C=C/c2cc(/C=C/c3cc(OC)c(OC)cc3F)n(-c3cccc(C(F)(F)F)c3)n2)cc1OC	109.6	76.0	93.4	100.5	59.7	92.0	99.3	95.3	114.6
59	Cc1ccc(NC(=O)Cn2cc(CN3CCN(c4ccnc5cc(Cl)ccc45)CC3)nn2)cc1	84.9	96.9	97.7	92.2	87.3	89.1	84.7	90.0	98.8
60	COc1ccc(/C=C/C(=O)c2ccc(NC(=O)CSc3nc4[nH]c(=O)n(C)c(=O)c4[nH]3)cc2)cc1	94.7	92.9	98.1	98.6	98.0	104.2	103.9	102.3	.
61	Cc1cc(OC(=O)c2nnn(-c3ccccc3Cl)c2C)nc2[nH]c(=O)sc12	98.2	96.2	108.3	102.2	89.8	102.3	100.3	96.0	111.6
62	CCc1c(Nc2ccc(C)cc2)nc(N)[nH]c1=O	102.0	98.6	103.0	108.0	90.5	105.8	102.6	103.4	107.5
63	CCN1CCN(Cc2ccc(Cc3ncc(F)c(-c4cc(F)c5nc(C)n(C(C)C)c5c4)n3)nc2)CC1	34.3	5.6*	29.3	-56.1*	69.0	72.3	32.9	44.3	16.0
64	CC(C)(C)C(=O)NCCNc1nccc(Nc2ccc(S(=O)(=O)Nc3ccccn3)cc2)n1	113.5	94.5	103.7	108.4	87.8	106.7	101.6	104.9	110.2
65	O=C(O)c1cccc([N+](=O)[O-])c1I	97.4	94.3	100.5	100.5	106.1	112.3	102.1	107.3	112.2
66	Cc1nn(-c2ccccc2)c2nc(C)n(/N=C/c3cccc([N+](=O)[O-])c3)c(=O)c12	91.5	95.0	107.6	102.7	72.5	90.7	94.3	89.0	135.4
67	O=C(OOC(=O)c1ccccc1)c1ccccc1	93.3	113.9	108.3	113.6	106.1	106.9	107.9	105.1	109.9
68	CC(C)(C)n1cc(-c2ccnc(NCCNS(=O)(=O)c3cccc(F)c3)c2)c(-c2cccc(O)c2)n1	82.7	70.0	101.7	97.3	79.6	94.3	34.2	84.1	53.5
69	CC(=O)Nc1cccc2cc(S(=O)(=O)O)ccc12	.	107.3	115.3	102.3	108.4	108.1	100.7	104.7	110.9
70	O=C(O)CCOc1ccc(Cl)cc1	96.6	89.6	97.8	107.4	79.2	103.0	106.2	103.3	114.2
